Compound activity as filed in PubChem.
PI4K2A block = inhibitors of human PI4K2A | 0.13% of 420,000 active | AID 1346378 | activity change, negative = inhibition, % at 76.9 µM | purified PI4K2A, ADP-Glo luminescence, 1 h; active compounds read low | Q9BTU6; in the data active = activity change below about -50%; inconclusive = mostly about -30% to -49%;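 also: -100% = wells without enzyme as full effect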
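In this quantitative HTS, ADP production by PI4K2A was quantified luminescently after 1 h at ambient temperature; 100 microM adenosine served as plate-quality control.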
USP1-UAF1 inh = inhibitors of human USP1/UAF1 deubiquitinase; O94782; recombinant USP1/UAF1, Ub-Rhodamine cleavage fluorescence; Potency, µM (doses to about 57.1 µM), without a hit: at the top dose activity change, negative = inhibition, actives largely listed as inhibitors; 0.23% of 390,000 active; also: potency is read from the fitted curve at half-maximal effect; % is scaled to controls: 0 for no effect and ±100 for the full control effect; nearly all actives have a fitted effect of over 60% in size; inactives centre near -12
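USP1/UAF1 complex (1 nM) preincubated 15 min at room temperature with compound, then Ub-Rho substrate (150 nM final) added. Kinetic fluorescence at 480/540 nm over 6 reads at 60 s intervals; 50 mM HEPES pH 7.8, 0.5 mM EDTA, 0.1 mg/ml BSA, 1 mM TCEP, 0.01% Tween-20.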
Tb PGK inh = T. brucei PGK inhibition; P07378; PGK/GAPDH coupled, Kinase-Glo luminescence, 60 min; Potency, µM (titrated, usually from 57.5 µM), without a hit: at the top dose activity change, negative = inhibition, actives largely listed as inhibitors; 0.043% of 380,000 active; AID 602233; also: potency is read from the fitted curve at half-maximal effect; % is scaled to controls: 0 for no effect and ±100 for the full control effect; nearly all actives have a fitted effect of over 60% in size
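Luminescent ATP detection (Kinase-Glo Plus) follows a 60-minute room-temperature incubation, with wells lacking PGK as controls. Buffer: 100 mM TEA (pH 7.6), 5 mM MgCl2, 0.01% Tween-20. Coupling enzyme GAPDH (100 nM final) supplies unstable 1,3-BPG in-well.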
TrxR1 inh = inhibitors of rat thioredoxin reductase 1 | Potency, µM (series often up to 114 µM), for the others: at the highest dose activity change, negative = inhibition, most hits filed as inhibitors | O89049 | AID 588453 | 1% of 390,000 active | recombinant rTrxR1, NADPH fluorescence consumption, selenite substrate; also: potency is read from the fitted curve at half-maximal effect; % is scaled to controls: 0 for no effect and ±100 for the full control effect; nearly all actives have a fitted effect of over 65% in size
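Rat TrxR1 (90 nM in the dispensed reagent) was pre-reduced with 400 uM NADPH for 5 min at room temperature, then incubated with compound for 15 min. After 400 uM selenite was added, NADPH fluorescence (Ex 340/Em 450 nm) was followed for 8 min.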
GLS inh = inhibitors of human glutaminase (GLS); O94925; GLS enzymatic activity, qHTS titration; Potency, µM (doses to about 45.5 µM), for the others: at the highest dose activity change, negative = inhibition, actives largely listed as inhibitors; 0.21% of 410,000 active; also: potency is read from the fitted curve at half-maximal effect; % is scaled to controls: 0 for no effect and ±100 for the full control effect
Target sequence (O94925 whole entry, looked up): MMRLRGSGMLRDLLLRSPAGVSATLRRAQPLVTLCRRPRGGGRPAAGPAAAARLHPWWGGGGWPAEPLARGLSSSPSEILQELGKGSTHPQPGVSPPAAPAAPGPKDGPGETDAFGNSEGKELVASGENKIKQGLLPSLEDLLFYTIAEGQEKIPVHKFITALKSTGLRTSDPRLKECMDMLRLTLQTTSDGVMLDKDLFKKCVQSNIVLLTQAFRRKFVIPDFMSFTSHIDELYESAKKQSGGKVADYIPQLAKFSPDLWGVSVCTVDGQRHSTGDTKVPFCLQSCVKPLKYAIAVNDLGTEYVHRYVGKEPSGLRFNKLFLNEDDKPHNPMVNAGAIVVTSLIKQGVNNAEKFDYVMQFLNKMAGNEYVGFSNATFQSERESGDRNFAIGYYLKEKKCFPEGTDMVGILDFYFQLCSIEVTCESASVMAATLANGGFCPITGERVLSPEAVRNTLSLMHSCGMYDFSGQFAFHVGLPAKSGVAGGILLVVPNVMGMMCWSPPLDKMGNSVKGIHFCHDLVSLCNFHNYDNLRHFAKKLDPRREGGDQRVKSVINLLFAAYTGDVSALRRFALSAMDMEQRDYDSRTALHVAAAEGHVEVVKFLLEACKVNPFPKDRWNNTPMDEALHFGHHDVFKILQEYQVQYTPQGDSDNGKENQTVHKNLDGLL
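Human kidney-isoform GLS in 45 mM KH2PO4 pH 8.2, 0.02% Tween-20, with compound, started with 1mM L-Glutamine (added stock). Glutamate oxidase/HRP/Amplex red coupled fluorescence read at start and after 30 min at RT.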
Pin1 inh = blocks the human prolyl isomerase Pin1 | Q13526 | Pin1 FP peptide displacement, HiFluor488, 10 min | Potency, µM (series often up to 115 µM), for the others: top-dose activity, negative = inhibition, actives largely listed as inhibitors | 0.009% of 390,000 active | AID 504891; active = well fitted inhibition curve with a large enough effect in the polarisation, with a control signal flat, not every such curve was filed as active; inconclusive = small, poorly fitted or top-dose-only effect, or effect the other way, or a change in a side signal; inactive = no such curve, though single readings can be large or run the other way; the % refers to the polarisation; also: potency is read from the fitted curve at half-maximal effect; % is scaled to controls: 0 for no effect and ±100 for the full control effect
TrxR1 substrate = is turned over as a substrate by rat TrxR1. 0.01% of 390,000 active. Potency, µM (titrated, usually from 114 µM), for inactives: at the top dose activity change, negative = substrate turnover. purified TrxR1 substrate turnover, NADPH consumption readout. AID 588456. O89049; also: potency is read from the fitted curve at half-maximal effect; % is scaled to controls: 0 for no effect and ±100 for the full control effect; nearly all actives have a fitted effect of over 50% in size
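Rat TrxR1, dispensed at 90 nM, was prereduced with 400 uM NADPH (final) for 5 min at ~22 deg C, then incubated with compound 15 min before 400 uM selenite. A first-read NADPH fluorescence drop versus no-compound background flagged substrates.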
IDH1 R132H inh = human IDH1 R132H inhibition; Potency, µM (series often up to 76.6 µM), for inactives: top-dose activity change, negative = inhibition, usual class: inhibitors; O75874; AID 602179; 0.093% of 390,000 active; IDH1-R132H enzyme, NADPH consumption, diaphorase/resazurin fluorescence; also: potency is read from the fitted curve at half-maximal effect; % is scaled to controls: 0 for no effect and ±100 for the full control effect; nearly all actives have a fitted effect of over 65% in size
Target sequence (O75874 whole entry R132H, stated change not applied): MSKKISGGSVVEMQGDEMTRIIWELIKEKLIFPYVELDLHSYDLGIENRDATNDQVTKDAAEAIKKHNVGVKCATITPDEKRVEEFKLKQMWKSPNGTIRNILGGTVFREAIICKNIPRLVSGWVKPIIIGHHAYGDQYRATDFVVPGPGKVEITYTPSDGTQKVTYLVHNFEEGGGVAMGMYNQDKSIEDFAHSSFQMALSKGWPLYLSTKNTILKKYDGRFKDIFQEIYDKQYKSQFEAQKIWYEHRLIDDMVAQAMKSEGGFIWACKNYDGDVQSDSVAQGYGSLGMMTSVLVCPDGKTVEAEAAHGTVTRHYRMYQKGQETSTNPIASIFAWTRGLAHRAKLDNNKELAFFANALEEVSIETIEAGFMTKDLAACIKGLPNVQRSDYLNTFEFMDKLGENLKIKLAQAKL
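IDH1-R132H (0.5 ug/mL) preincubated 30 min with compound, then NADPH (0.016 mM) and alpha-KG (2 mM) added; 80 min at RT, pH 7.5. Remaining NADPH coupled via diaphorase/resazurin to fluorescence (540/590 nm); concentration-response curves normalized to no-enzyme control.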
HP1b chromo inh = inhibitors of HP1-beta chromodomain binding to methylated histone tails | AlphaScreen HP1-beta / biotin-H3K9me3 peptide binding | Potency, µM (titrated, usually from 114 µM), inactives show top-dose activity change, negative = inhibition, usual class: inhibitors | 0.56% of 390,000 active; also: potency is read from the fitted curve at half-maximal effect; nearly all actives have a fitted effect of over 70% in size; inactives centre near 23
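HP1-beta protein (50 nM final) preincubated 30 min at room temperature with biotinylated H3(1-18)K9me3 peptide (50 nM) in PBS pH 7.4, 0.01% Tween-20, then compound added for 30 min. AlphaScreen streptavidin donor/nickel chelate acceptor beads (10 ug/mL final), 30 min dark, luminescence read.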
Starred values were filed as active, the others as inactive; i = inactive; ? = inconclusive; · = no result given; [ ] = dose if it differs, or a comment. Unless noted, calls follow the shape of the dose curve; as a rule, active = well fitted curve in the direction sought with a large enough effect; inconclusive = small, poorly fitted or top-dose-only effect, or another doubt; inactive = no such curve, though single readings can be large; an effect the other way counts as inactive or inconclusive. These rows are one share of the data (hit frequency here may not be typical).

SMILES	PI4K2A block	USP1-UAF1 inh	Tb PGK inh	TrxR1 inh	GLS inh	Pin1 inh	TrxR1 substrate	IDH1 R132H inh	HP1b chromo inh
O=C(c1ccc([N+](=O)[O-])cc1Cl)N1CCN(Cc2ccccc2)CC1	-2.4	-26.5%	i	·	-7.5%	·	·	8.8%	·
COc1ccc(S(=O)(=O)N2CC3CCCN3c3cc(C(F)(F)F)ccc32)cc1 (centres undefined)	5.3	-21.5%	i	14.0%	-16.0%	14.8%	-6.4%	2.8%	27.3%
COC(C[C@@H](O)C[C@H](O)[C@@H](C)OCc1ccccc1)OC	-1.2	-20.8%	i	10.7%[57.1 µM]	-0.1%	0.1%	4.2%[57.1 µM]	-10.4%	6.2%
Cc1nn(-c2ccccc2)c(C)c1NC(=O)COC(=O)Cc1cccc(C(F)(F)F)c1	3.8	-23.1%	-0.8%	9.0%	-1.9%	0.9%	-5.0%	-0.2%	31.5%
CC(C)N(Cc1nc(-c2ccc(Cl)cc2)no1)C(=O)CN(C)S(=O)(=O)c1ccc(Cl)cc1	2.3	-10.1%	7.2%	12.6%	3.0%	5.1%	3.7%	1.3%	31.2%
O=C(NCC(Cl)c1ccc2ccccc2c1)c1c(F)cccc1F (centres undefined)	-5.0	-12.3%	-4.3%	30.7%	1.8%	-7.6%	3.2%	12.1%	0.6%
CC1=C(C#N)CCC(=O)N1Cc1ccc(C)cc1	6.6	-13.1%	2.3%	11.3%[57.1 µM]	3.0%	2.5%	8.4%[57.1 µM]	2.2%	36.8%
CCOC(=O)c1csc(NC(=O)CSc2nnnn2-c2cccc(OC)c2)n1	-1.4	-11.9%	-3.6%	5.7%[57.1 µM]	-0.6%	8.2%	4.6%[57.1 µM]	-2.6%	21.4%
C=C(C)C(=O)Nc1nnc(-c2ccccc2C)s1	-5.4	-11.5%	-12.5%	4.9%[57.1 µM]	8.6%	2.0%	6.8%[57.1 µM]	3.2%	10.9%
C/C(=N\NC(=O)C1CC1)c1ccc2c(c1)OCCO2	5.4	-7.6%	7.8%	3.1%[57.1 µM]	-2.0%	6.0%	10.9%[57.1 µM]	8.6%	46.6%[activator]
N#Cc1cc2c(nc1SCc1ccc(Cl)nc1)CCCCC2	4.0	-20.5%	-7.3%	21.4%	-6.8%	?	9.6%	4.8%	126.0%[activator]
Cc1ccnc(N2CCN(C(=O)CSc3nc4ccccc4nc3N3CCC(C)CC3)CC2)c1	5.7	-5.2%	10.9%	3.7%	-0.4%	11.5%	-2.3%	-0.6%	52.4%[activator]
CCOC(=O)C(C)Sc1nnc(Cc2cc(=O)[nH]c(=O)[nH]2)n1-c1cccc(OC)c1 (centres undefined)	1.0	-18.5%	-1.7%	46.7%[activator]	-8.6%	?	13.3%	22.8%	48.1%[activator]
Cc1cccc(NC(=O)C2Cc3ccccc3CN2C(=O)OCc2ccccc2)c1C (centres undefined)	-2.9	-20.2%	-8.9%	-6.3%	-4.0%	5.3%	-7.9%	4.8%	24.8%
Cc1cc(C)c2oc(-c3cccc(NC(=O)c4cc5ccccc5o4)c3)nc2c1	1.2	-11.8%	-9.5%	20.6%	1.7%	0.2%	24.2%	2.2%	20.5%
Cc1ccc(S(=O)(=O)Nc2cccc(C(=O)NCc3ccccn3)c2)cc1F	-6.8	-22.3%	-9.3%	-1.1%	4.2%	-1.3%	-4.1%	8.8%	20.7%
O=C(CCCn1c(=S)[nH]c2cc3c(cc2c1=O)OCO3)N1CCN(c2ccc(Cl)cc2)CC1	-1.5	?	0.5%	9.5%	·	21.5%	1.7%	3.1%	·
Cc1ccc(CN2C(=O)c3ccccc3C2C(=O)NCC2CCCO2)cc1 (centres undefined)	8.1	-15.3%	2.1%	18.5%	9.8%	-8.4%	9.7%	9.6%	38.3%
CC(=O)c1ccc(NC(=O)CSCCO)cc1	0.5	-11.0%	1.1%	7.6%	5.1%	0.8%	1.2%	8.5%	34.2%[activator]
COc1ccc2c(c1)nc(NCCO)n2C	-2.7	-22.1%	-11.4%	0.2%	12.8%	1.6%	0.3%	-0.1%	31.5%

Single records, as listed above. Values in the order: PI4K2A block, USP1-UAF1 inh, Tb PGK inh, TrxR1 inh, GLS inh, Pin1 inh, TrxR1 substrate, IDH1 R132H inh, HP1b chromo inh
Cc1ccnc(N2CCN(C(=O)CSc3nc4ccccc4nc3N3CCC(C)CC3)CC2)c1 reads 5.7, -5.2%, 10.9%, 3.7%, -0.4%, 11.5%, -2.3%, -0.6%, 52.4%[activator]
CC(=O)c1ccc(NC(=O)CSCCO)cc1 reads 0.5, -11.0%, 1.1%, 7.6%, 5.1%, 0.8%, 1.2%, 8.5%, 34.2%[activator]
Cc1ccc(S(=O)(=O)Nc2cccc(C(=O)NCc3ccccn3)c2)cc1F reads -6.8, -22.3%, -9.3%, -1.1%, 4.2%, -1.3%, -4.1%, 8.8%, 20.7%

Next entries follow.
SMILES	PI4K2A block	USP1-UAF1 inh	Tb PGK inh	TrxR1 inh	GLS inh	Pin1 inh	TrxR1 substrate	IDH1 R132H inh	HP1b chromo inh
Cc1ccc(-n2c(-c3ccc(Br)cc3)c[n+]3c2CCc2ccc4cccnc4c2-3)cc1	-4.1	-5.5%	10.1%	-14.6%	-2.8%	0.9%	5.1%	-0.2%	30.0%
CCc1ccc(NC(=S)Nc2cc(C(=O)O)ccc2N2CC3CC(C2)c2cccc(=O)n2C3)cc1 (centres undefined)	2.9	-11.5%	-2.2%	-33.7%[57.1 µM]	21.2%	1.9%	-10.1%[57.1 µM]	17.3%	1.3%
CC(=O)C1=C(O)C(=O)N(c2ccc(O)cc2)C1c1ccccc1 (centres undefined)	-2.5	-27.6%	-5.5%	-11.4%	17.4%	-11.2%	-5.6%	-10.5%	30.1%
CCOC(=O)c1cc(-c2cccnc2)nn1-c1ccccn1	6.3	-6.5%	4.6%	11.3%[57.1 µM]	2.8%	3.5%	10.5%[57.1 µM]	0.5%	22.9%
CCOc1ccc(CN(C)C(C)C(=O)NCCc2ccc(F)cc2)cc1 (centres undefined)	1.5	-22.9%	1.3%	12.6%	0.2%	8.6%	5.0%	4.1%	24.0%
COc1ccc(CSc2nc(O)cc(=O)n2CC(C)C)cc1F	4.1	-23.7%	i	7.7%[57.1 µM]	-12.2%	9.7%	-20.2%[57.1 µM]	1.7%	37.1%
CCOC(=O)C1CCN(C(=O)COC(=O)CCOc2ccc(C)cc2)CC1	-2.6	-5.8%	-8.3%	5.9%[57.1 µM]	6.5%	-9.5%	7.4%[57.1 µM]	2.9%	18.0%
CCOc1cccc(-c2nnc(SCC(=O)NC3CC3)n2C)c1	-3.4	-21.8%	-1.1%	14.1%	1.3%	1.7%	-1.3%	-10.0%	29.4%
C=CCOc1ccc(C(=O)c2ccccc2)c(OCC(=O)NC2(C#N)CCCC2)c1	0.8	-9.1%	2.5%	9.1%[57.1 µM]	-13.9%	-3.2%	-8.5%	8.1%	39.9%[activator]
Cc1nc(-c2coc3cc(O)c(C)cc3c2=O)cs1	?	-16.6%	-16.8%	-1.3%	-1.3%	23.2%	2.9%	2.5%	29.1%
COc1ccc(OC)c(S(=O)(=O)NCC(c2ccc3c(c2)OCO3)N2CCOCC2)c1 (centres undefined)	-1.5	-3.1%	2.1%	5.5%	-3.1%	0.7%	-2.9%	-2.7%	18.8%
Cc1coc2c1c(C)cc1oc(=O)c(CC(=O)NCCCCCC(=O)O)c(C)c12	-9.4	-9.0%	3.8%	0.1%	-0.9%	-2.6%	97.4%[activator]	-2.9%	58.1%[activator]
Cc1ccsc1/C=C1/SC(=O)N(CC(=O)N2CCOCC2)C1=O	-1.6	-11.8%	i	1.3%	-7.3%	-4.8%	-5.0%	3.2%	38.1%
COc1cc(N2CCCC2)ccc1[N+](=O)[O-]	2.1	-11.9%	i	-25.3%	3.7%	-0.9%	-19.5%	6.7%	27.3%
O=C(OCc1ccc(Br)cc1F)c1cc2ccccc2oc1=O	-10.2	-7.7%	6.1%	-13.8%	10.9%	5.2%	-7.7%	0.0%	8.3%
Cc1ccc(NC(=O)N2CCc3c(sc4c3CCCC4)C2c2ccccc2)cc1F (centres undefined)	1.4	-18.6%	9.5%	13.5%[57.1 µM]	-0.8%	26.1%	2.9%[57.1 µM]	-2.1%	23.5%
C=CCCCCCCCCC(=O)NNC1CC(=O)N(c2ccccc2)C1=O (centres undefined)	-3.3	-5.9%	6.2%	18.9%	15.9%	-2.2%	4.4%	0.4%	49.1%[activator]
Cc1cc(C)c(C#N)c(N2CCOCC2)n1	0.9	-4.4%	-4.3%	11.6%[57.1 µM]	-0.6%	-8.3%	23.4%[57.1 µM]	-1.7%	12.8%
CC1=C(C(=O)NCc2ccc3c(c2)OCO3)C2(CCC(C)CC2)OC1=O (centres undefined)	-7.0	-24.5%	i	15.5%[57.1 µM]	-3.9%	-0.2%	3.9%[57.1 µM]	10.3%	19.3%
Cc1ccc(CN2CCCN(Cc3ccc(F)cc3Cl)S2(=O)=O)cc1	1.2	-27.0%	-3.4%	11.1%	-17.2%	7.0%	-3.5%	-6.2%	136.8%[activator]
